KCNQ2 inh = KCNQ2 potassium channel inhibitors, primary screen, cell-based, CHO-K1, FluxOR thallium flux, B-score (AID 2156). B-score at 10 µM. 20 min; stronger effect = lower value. Potassium voltage-gated channel subfamily KQT member 2 (Rattus norvegicus), O88943. actives 1.1% (n = 310,000);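 active = fluorescence ratio B-score at most minus 3 library SDs, with starting brightness B-score within 2 library SDs, cut at about -5.5 in these data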
Target sequence (O88943 whole entry, looked up): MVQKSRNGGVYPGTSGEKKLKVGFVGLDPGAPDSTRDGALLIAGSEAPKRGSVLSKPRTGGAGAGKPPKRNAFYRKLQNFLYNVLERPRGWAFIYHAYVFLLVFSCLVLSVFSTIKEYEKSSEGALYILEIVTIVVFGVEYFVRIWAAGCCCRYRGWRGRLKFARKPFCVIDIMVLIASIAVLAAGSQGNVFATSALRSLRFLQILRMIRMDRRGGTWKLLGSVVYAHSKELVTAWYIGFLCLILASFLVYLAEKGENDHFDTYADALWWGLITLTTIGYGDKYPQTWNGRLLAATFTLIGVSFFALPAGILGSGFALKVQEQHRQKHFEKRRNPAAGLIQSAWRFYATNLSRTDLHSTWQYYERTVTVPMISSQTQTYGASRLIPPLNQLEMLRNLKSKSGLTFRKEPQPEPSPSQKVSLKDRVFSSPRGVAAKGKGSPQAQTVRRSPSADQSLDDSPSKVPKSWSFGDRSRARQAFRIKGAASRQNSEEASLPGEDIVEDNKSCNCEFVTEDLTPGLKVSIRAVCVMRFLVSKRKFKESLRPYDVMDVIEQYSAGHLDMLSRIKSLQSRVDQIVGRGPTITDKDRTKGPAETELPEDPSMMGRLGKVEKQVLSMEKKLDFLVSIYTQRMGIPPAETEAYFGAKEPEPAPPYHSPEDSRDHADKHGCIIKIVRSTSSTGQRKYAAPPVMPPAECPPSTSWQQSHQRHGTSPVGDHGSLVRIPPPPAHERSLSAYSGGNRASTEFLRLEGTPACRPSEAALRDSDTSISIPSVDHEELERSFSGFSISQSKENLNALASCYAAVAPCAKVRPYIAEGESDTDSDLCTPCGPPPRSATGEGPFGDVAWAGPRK
Kir21 inh = inhibitors of mouse Kir2.1 inward-rectifier potassium channel. AID 1672, 2009. B-score at 10 µM. actives 0.85% (n = 310,000). Inward rectifier potassium channel 2 (Mus musculus), P35561. HEK293-Kir2.1, FluxOR thallium flux fluorescence; stronger effect = lower value;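 active = fluorescence ratio B-score at or below minus 3 SD of library scores, with starting-brightness B-score within 2 SD, cut at about -4.2 in these data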;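 note: channel flux triggered by added potassium and thallium sulfate stimulus; B-score of peak minus minimum fluorescence over baseline after thallium stimulus; more negative B-score means stronger Kir2.1 block with less thallium influx; some compounds called inactive have numbers as strong as hits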
CHT inh = inhibitors of human choline transporter CHT; High affinity choline transporter 1 (Homo sapiens), Q9GZV3; CHT-expressing cells, membrane potential dye, choline response; stronger effect = lower value; actives 0.86% (n = 310,000); B-score at 10 µM; AID 488975, 2010;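 active = B-score over 3 SD under the library average, and starting fluorescence ratio not unusually high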;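 note: choline stimulus applied at its EC90 after an EC20 pre-addition; B-score computed on integrated fluorescence ratio after choline addition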
Starred values were filed as active, the others as inactive; i = inactive; . = no result given.

SMILES	KCNQ2 inh	Kir21 inh	CHT inh
CCc1nnc(NC(=O)c2ccc(S(=O)(=O)N3CCN(Cc4ccccc4)CC3)cc2)s1	i	0.61	i
O=C(Oc1cccc(Nc2ncnc3ccccc23)c1)c1ccccc1Cl	i	1.6	i
COc1ccc(/C(O)=C2/C(=O)C(=O)N(CC3CCCO3)C2c2cccc(OC)c2)cc1 (stereo not given)	i	1	i
COc1cc(CCC(=O)O)on1	i	-0.13	i
O=C(Nc1nc2c(cc3c4c(cccc42)CC3)s1)c1ccccc1Cl	i	1.4	i
COCCN(Cc1cn[nH]c1-c1ccc2cc(OC)ccc2c1)C(C)C	i	-1.9	i
CCOC(=O)C1CCN(C2=C(NS(=O)(=O)c3ccc(Br)cc3)C(=O)c3ccccc3C2=O)CC1	i	-0.37	i
Cc1cccc(N=C2CSC(=O)N2)c1	i	0.86	i
CCOC(=O)c1sc2nc(N3CCCC3)c3c(c2c1N)CC(C)(C)OC3	i	0.01	i
COc1cc(S(=O)(=O)NCCN2CCOCC2)c(OC)cc1Cl	i	-0.3	i
Cc1ccc(/C=C2\C(=O)ON=C2c2ccccc2)o1	i	-0.51	i
Cc1cc(Nc2ccccc2)nc(-c2ccccc2O)n1	i	-1.3	i
O=C(Cc1ccc(Br)cc1)Nc1ccccc1Cl	i	0.36	i
C=CCNc1nc(N2CCOCC2)nc(N2CCOCC2)n1	i	-1.7	i
O=S(=O)(/N=C(/Nc1cccc2ccccc12)c1ccccc1)c1cccs1	i	0	i
Cc1cc(N2CCN(C)CC2)nc2ccc(NC(=S)NCCCN3CCc4ccccc4C3)cc12	i	-3	i
CC(CCc1ccccc1)NC(=O)C(=O)N1CCOCC1 (stereo not given)	i	0.82	i
Cn1nc(C(=O)N2CCc3ccccc32)c2ccccc2c1=O	i	-0.46	i
CN(CC(O)COc1ccc(S(=O)(=O)N2CCOCC2)cc1Cl)C1CCCCC1 (stereo not given)	i	0.86	i
COc1ccc(NC(=O)C2CCCN(C(=O)Nc3ccc(F)cc3)C2)cc1OC (stereo not given)	i	0.66	i

Shown with the structure last: part of the list above.
KCNQ2 inh	Kir21 inh	CHT inh	compound
i	-1.7	i	C=CCNc1nc(N2CCOCC2)nc(N2CCOCC2)n1
i	0	i	O=S(=O)(/N=C(/Nc1cccc2ccccc12)c1ccccc1)c1cccs1
i	-3	i	Cc1cc(N2CCN(C)CC2)nc2ccc(NC(=S)NCCCN3CCc4ccccc4C3)cc12
i	0.82	i	CC(CCc1ccccc1)NC(=O)C(=O)N1CCOCC1 (stereo not given)

Next section:
SMILES	KCNQ2 inh	Kir21 inh	CHT inh
CCNC(=O)c1ccccc1CCc1ccccc1	i	0.6	i
CN(CC(O)COCc1ccccc1F)C1CCCCC1 (stereo not given)	i	-0.19	i
Cc1noc(C)c1CSc1nc2[nH]ncc2c(=O)n1-c1ccccc1	i	-0.91	-5.5*
Cc1cc(-c2ccc(C)c(S(=O)(=O)N3CCN(c4ccc(F)cc4)CC3)c2)on1	i	-0.21	i
Cc1ccc(S(=O)(=O)NC(CC(=O)NCC2CCCO2)c2ccco2)cc1 (stereo not given)	i	0.52	i
O=C(CN1CCN(Cc2ccccc2)CC1)NCCc1ccccc1	i	1.6	i
O=C(NCCN1CCOCC1)c1ccc2c(c1)N(Cc1ccccc1F)C(=O)c1ccccc1S2	i	0.69	i
CCC1=NN2C(=N)/C(=C\c3cccn3-c3c(C)cccc3C)C(=O)N=C2S1	i	0.04	i
COc1cc(OC)nc(NC2OC(=O)c3ccccc32)n1 (stereo not given)	i	0.21	i
COc1cc2ccccc2cc1C(=O)Nc1ccc(Br)cn1	i	-1.3	i
O=C1C(c2ccc(F)cc2)N(Cc2ccc3c(c2)OCO3)C(=O)CN1C1CCCC1 (stereo not given)	i	-1.4	i
O=C(NC1=NCCS1)c1ccc(OCC2CCCO2)cc1 (stereo not given)	i	0.86	i
Cc1nc(N2CCN(S(=O)(=O)c3cccc4nonc34)CC2)c2c3c(sc2n1)CCCC3	i	1.9	i
O=C(NCc1ccc(N2CCCC2=O)cc1)c1cccc(Cl)c1	i	-0.49	i
COc1ccc(OCCCC(=O)N2CCCc3ccccc32)cc1	i	-2.9	i
COc1ccc(N2C(=O)CSC2c2cccs2)cc1 (stereo not given)	i	-3.2	i
CCC(C)NC(=O)Cn1ccc2cc(S(=O)(=O)N3CCCCCC3)ccc21 (stereo not given)	i	-1.3	i
CC(C)(C)c1ccc(C(=O)c2c[nH]c(C(=O)O)c2)cc1	i	0.57	i
CC(C)[C@H](NC(=O)c1ccccc1)C(=O)OCC(=O)N1CC2(C)CC1CC(C)(C)C2 (stereo not given in full)	i	0	i
COCC(C)n1c(C)cc(C(=O)COC(=O)c2ccc3c(c2)NC(=O)CS3)c1C (stereo not given)	i	-0.06	i

Quoted from the listing:
`O=C1C(c2ccc(F)cc2)N(Cc2ccc3c(c2)OCO3)C(=O)CN1C1CCCC1` (stereo not given) in Kir21 inh has -1.4
`Cc1noc(C)c1CSc1nc2[nH]ncc2c(=O)n1-c1ccccc1` in Kir21 inh has -0.91
`COc1cc(OC)nc(NC2OC(=O)c3ccccc32)n1` (stereo not given) in Kir21 inh has 0.21

Single records, as listed above. Screens in order: KCNQ2 inh, Kir21 inh, CHT inh
COc1cc(OC)nc(NC2OC(=O)c3ccccc32)n1 (stereo not given) is listed as i, 0.21, i
CCC1=NN2C(=N)/C(=C\c3cccn3-c3c(C)cccc3C)C(=O)N=C2S1 is listed as i, 0.04, i
O=C(NC1=NCCS1)c1ccc(OCC2CCCO2)cc1 (stereo not given) is listed as i, 0.86, i
Cc1cc(-c2ccc(C)c(S(=O)(=O)N3CCN(c4ccc(F)cc4)CC3)c2)on1 is listed as i, -0.21, i
Cc1noc(C)c1CSc1nc2[nH]ncc2c(=O)n1-c1ccccc1 is listed as i, -0.91, -5.5*

The list continues:
SMILES	KCNQ2 inh	Kir21 inh	CHT inh
O=C(c1cccc(C(F)(F)F)c1)N1CCCC1	i	0.05	i
COc1ccc2[nH]c(=O)cc(C(=O)O)c2c1	i	0.04	i
Cc1cc(C)n2nc(C(=O)N3CCN(c4ccc([N+](=O)[O-])cc4)CC3)nc2n1	i	2	i
Cc1onc(-c2ccccc2Cl)c1C(=O)NNC(=O)c1ccc(F)cc1	i	1.7	i
CCOC(=O)c1c(NC(=O)C2COc3ccccc3O2)sc2c1CCN(Cc1ccccc1)C2 (stereo not given)	i	-0.7	i
Cc1oc2c(C)c(O)ccc2c(=O)c1N1C(=O)c2ccccc2C1=O	i	0.06	i
Cn1c2c(c(=O)n(C)c1=O)C(CC(=O)Nc1ccccc1)C(=O)N2 (stereo not given)	i	-0.45	i
CN(Cc1ccccc1)C(=O)CCC1CCN(C(=O)CC2=CCCCC2)CC1	i	-1.5	.
COc1cccc(C2N(c3ccc(Cl)cc3)C(=O)C3CCCN32)c1 (stereo not given)	i	0.54	i
COC(=O)C1=C(N)OC2=C(C(=O)CCC2)C1c1cccs1 (stereo not given)	i	-0.49	i
O=C(Cn1ccsc1=NC(=O)C(F)(F)F)c1ccccc1	i	0.4	i
Cc1ccc(OCc2nc(C#N)c(NCc3ccco3)o2)cc1	i	0.76	i
CC(C)N(CCNC(=O)c1nn(Cc2ccccc2)c(=O)c2ccccc12)C(C)C	i	-0.35	i
CC(C)=CCN1CCN(CCCn2cccn2)CC1CCO (stereo not given)	i	2.5	i
O=C(CCN1CCCCC1)NNC(=O)C12CC3CC(CC(C3)C1)C2	i	0.23	i
CCC(C)NCCOCCOc1ccc(Cl)c(C)c1C (stereo not given)	i	-1.4	i
COc1ccc(CCC(=O)N/N=C\c2cccs2)cc1	i	1.3	i
COc1cc2[nH]c(C(=O)Nc3ccc4c(c3)OCCO4)cc2c(OC)c1OC	i	-0.24	i
COc1ccc(S(=O)(=O)NC(C)C)cc1-n1cnnn1	i	-1.1	i
CCc1cccc(NS(=O)(=O)c2ccc3c(c2)CCC(=O)N3)c1	i	-0.17	i
CCOc1ccc(NC(=O)CSc2nc(N)c(-c3ccccc3)c(=O)[nH]2)cc1	i	1.6	i
O=C(NC1CCCCC1)C(c1ccc(F)cc1)N(Cc1ccccc1)C(=O)CN1C(=O)c2ccccc2S1(=O)=O (stereo not given)	i	1.3	i
COc1ccc(/C=C/c2c([N+](=O)[O-])c(=O)n(C)c(=O)n2C)cc1	i	0.26	i
O=C(NCc1ccc(F)cc1Cl)C1CCN(S(=O)(=O)N2CCCCC2)CC1	i	-1.5	i
Cc1cc[n+](C(C)C(=O)c2ccc(-c3ccccc3)cc2)cc1 (stereo not given)	i	0.13	i
Cc1onc(-c2ccccc2Cl)c1C(=O)N(C)C1CCCCC1	i	-0.33	i
Cc1ccccc1-c1nnc(SCCC(=O)N2CCOCC2)o1	i	1	i
O=C(CSc1nnc(-c2cccnc2)n1-c1ccccc1)Nc1ccccc1	i	-1.1	i
COc1ccc(OC)c(CCNC(=O)c2ccccc2NC(=O)C2=C(C)OCCS2)c1	i	0.6	i
CN1CCc2c(sc3c2C(=O)NC(c2cn(Cc4ccccc4)c4ccccc24)N3)C1 (stereo not given)	i	0.74	i
COc1ccc(N2CCN(c3ccc(NC(=O)c4ccc5c(c4)OCO5)cc3C#N)CC2)cc1	i	-0.86	i
CCn1c(CN2C(=O)CSc3ccccc32)n[nH]c1=S	i	1.3	i
CCSc1nnc(NC(=O)Cc2ccccc2OC)s1	i	1.6	i
CC/C(O)=C1\C(=O)CCCC1=NCCc1nc2ccccc2[nH]1	i	0.18	i
Cc1cc(C(=O)N2CCCC(Nc3ccccc3)C2)c2ccc(F)cc2n1 (stereo not given)	i	0.28	i
Cc1c(NC(=S)NC(=O)c2ccccc2)c(=O)n(-c2ccccc2)n1C	i	-0.38	i
CN1CCN(C(=O)C2=C[C@@H](c3coc4ccccc4c3=O)C[C@@H](OCCCCO)O2)CC1	i	0.02	i
Cc1ccc(NS(=O)(=O)c2ccc(-c3csc(C)n3)s2)c(C)c1	i	-0.38	i
COc1ccc(-c2nnc(SCC(=O)NCCC(C)C)nc2-c2ccc(OC)c(OC)c2)cc1OC	i	0.36	i
CCN(C(=O)COc1ncnc2ccc(Br)cc12)C1CCS(=O)(=O)C1 (stereo not given)	i	0.72	i
N#Cc1nc(COc2ccc(F)cc2)oc1NCCN1CCOCC1	i	1.5	i
COc1ccc(S(=O)(=O)N2CCN(C(=O)c3ccco3)CC2)c(C)c1C	i	0.62	i
Cc1ccc(N(C(=O)Cn2nnc(-c3ccccc3)n2)C(C(=O)NC2CCCCC2)c2ccccn2)cc1C (stereo not given)	i	1.4	i
N#C/C(=C/c1cccc([N+](=O)[O-])c1)c1nnc2n1CCCCC2	i	-3.4	i
Cc1cc(NC(=O)CSc2nnc(C3COc4ccccc4O3)n2C)no1 (stereo not given)	i	0.65	i
Cc1cc(C)nc(N2CCCC(C(=O)NC(C)CCc3ccco3)C2)n1 (stereo not given)	i	-0.24	i
CCOC(CCNC(=O)c1cn(CCOC)c(=O)c2c1c1ccccc1n2C)OCC	i	-1.8	i
O=C(c1ccncc1)N(c1ccc2oc3c(c2c1)CCCC3)S(=O)(=O)c1ccc(F)cc1	i	0.42	i
Cc1cccc(NC(=S)NCC(C)CSc2ccc(Cl)cc2)c1 (stereo not given)	i	-1.1	i
COC(=O)c1sc(SC)nc1N	i	-0.89	i
NS(=O)(=O)c1ccc(Nc2nc(-c3ccc4ccccc4c3)cs2)cc1	i	1.2	i
Cc1c(C(=O)N/N=C/c2cccnc2)nnn1-c1nonc1N	i	-1.8	i
CC(C)C(=O)c1cn(CC(=O)NCC2CCCO2)c2ccccc12 (stereo not given)	i	-1.1	i
CC(C)CC(C(=O)O)N1C(=O)[C@@H]2[C@H](C1=O)[C@@H]1C[C@H]2C(Br)C1Br (stereo not given in full)	i	1.1	i
CC(C)(C)CC(=O)N[C@@H](Cc1ccccc1)c1nc2ccccc2[nH]1	-7.2*	-1.4	i
O=S(=O)(c1ccc2nnn(O)c2c1)N1CCCCC1	i	1.2	i
O=C(NC1CCCCC1)C(c1ccc(F)cc1)N(C(=O)Cc1ccsc1)c1ccc(F)cc1 (stereo not given)	i	1.8	i
Cc1ccc(Cn2c(=O)n(-c3ccccc3)c(=O)c3ccc(C(=O)NCc4ccco4)cc32)cc1	i	-0.78	i
Cc1ccc(CN(C#N)c2nc(C)cc(C)n2)cc1	i	-0.09	i
c1cc(CSc2nnc(-c3ccc4c(c3)OCO4)o2)ccn1	i	-0.41	i

Just Kir21 inh, for 2 of the compounds above:
Molecule	Kir21 inh
CC(C)(C)CC(=O)N[C@@H](Cc1ccccc1)c1nc2ccccc2[nH]1	-1.4
O=S(=O)(c1ccc2nnn(O)c2c1)N1CCCCC1	1.2

More results follow.
SMILES	KCNQ2 inh	Kir21 inh	CHT inh
Cc1cccc(N2C(=S)N=C(Nc3c(C)cccc3C)C23CCOC(C)(C)C3)c1 (stereo not given)	i	-0.7	i
C=CCOc1nc(-c2ccccc2Cl)nc2ccccc12	i	-9.6	i
COc1ccc(C(=O)N[C@H]2COC(C)(C)O[C@H]2c2ccccc2)cc1	i	0.24	i
Cc1ccccc1Nc1c(-c2ccccn2)nc2c(C)cccn12	i	-0.99	i
COc1ccc(OC)c(NC(=S)NCc2ccco2)c1	i	1.1	i
Cc1cc(/C=N/Nc2nc(N3CCOCC3)nc(N3CCOCC3)n2)c(C)n1-c1ccccc1	i	-0.33	i
C#CC[N+](C)(C)C(C#Cc1ccccc1)CC=C (stereo not given)	i	-1.5	i
COc1ccccc1NC(=O)CN1C(=O)CC(C)S(=O)(=O)c2ccccc21 (stereo not given)	i	2.5	i

This is a random part of the collection (roughly 2.6% active in at least one column).
